TDP1 cell CPT: DT40-hTDP1 cell growth loss with CPT; chicken DT40 Tdp1-/-;hTDP1 cells + 20 nM CPT, ATP luminescence, 48 h; Potency, µM (top dose mostly 46.2 µM), for the others: at the highest dose activity change, negative = growth inhibition, hits mostly inhibitors; hit rate 12% among 420,000; AID 686979; further: nearly all actives have a fitted effect of over 55% in size
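Cell growth measured by CellTiter-Glo luminescence after a minimum 48 h, 37 C compound exposure with 20 nM CPT in Tdp1-knockout DT40 cells stably expressing hTDP1, seeded 400/well; qHTS titration format.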
DT40 TDP1 no CPT: qHTS for Inhibitors of human tyrosyl-DNA phosphodiesterase 1 (TDP1): qHTS in cells in absence of CPT; DT40 Tdp1-/- hTDP1 cells, no CPT, ATP luminescence, 48 h; Potency, µM (doses to about 46.2 µM), for the others: at the highest dose activity change, negative = growth inhibition, hits mostly inhibitors; hit rate 15% among 420,000; AID 686978, 2013; further: nearly all actives have a fitted effect of over 55% in size
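Growth of hTDP1-complemented DT40 Tdp1-knockout cells is measured by ATP luminescence after at least 48 hr compound exposure at 37 °C, with DMSO substituting for the 20 nM CPT used in the parallel screen.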
KAT2A inh: GCN5L2 (KAT2A) acetyltransferase inhibition. Q92830. GCN5L2 HAT assay, ThioGlo1 CoA-SH fluorescence. Potency, µM (top dose mostly 58.9 µM), for inactives: at the top dose activity change, negative = inhibition, usual class: inhibitors. hit rate 0.21% among 390,000. AID 504327
Target sequence (Q92830 whole entry, looked up): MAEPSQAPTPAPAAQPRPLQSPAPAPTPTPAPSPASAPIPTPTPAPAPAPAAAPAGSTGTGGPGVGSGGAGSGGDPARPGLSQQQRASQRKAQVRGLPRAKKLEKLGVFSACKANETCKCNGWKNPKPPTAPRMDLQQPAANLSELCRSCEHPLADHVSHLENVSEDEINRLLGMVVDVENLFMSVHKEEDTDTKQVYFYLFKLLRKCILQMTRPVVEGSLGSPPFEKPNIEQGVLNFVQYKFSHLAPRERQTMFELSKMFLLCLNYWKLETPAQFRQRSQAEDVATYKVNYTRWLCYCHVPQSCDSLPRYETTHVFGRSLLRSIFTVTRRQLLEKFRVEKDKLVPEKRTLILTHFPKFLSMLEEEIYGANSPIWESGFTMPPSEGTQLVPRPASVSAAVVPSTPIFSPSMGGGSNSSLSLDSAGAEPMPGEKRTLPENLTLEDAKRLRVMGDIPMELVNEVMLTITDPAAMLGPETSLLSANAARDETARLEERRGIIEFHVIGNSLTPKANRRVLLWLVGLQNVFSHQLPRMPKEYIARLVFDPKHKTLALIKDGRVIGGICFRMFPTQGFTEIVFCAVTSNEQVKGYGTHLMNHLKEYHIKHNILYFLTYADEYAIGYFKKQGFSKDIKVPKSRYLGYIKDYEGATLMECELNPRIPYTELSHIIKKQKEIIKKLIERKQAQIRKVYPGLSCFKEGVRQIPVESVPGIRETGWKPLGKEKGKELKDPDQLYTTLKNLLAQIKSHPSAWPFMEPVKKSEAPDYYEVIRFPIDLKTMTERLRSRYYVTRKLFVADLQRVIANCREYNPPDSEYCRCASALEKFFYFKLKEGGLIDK
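Free CoA generated was detected with ThioGlo1 (50uM) fluorescence at Ex340nm/Em540nm, read immediately and after 20 min at room temperature. Enzyme, 20 nM in HEPES pH 7.5 buffer, saw compounds 15 min before adding 75uM H3(1-25) peptide and 70uM acetyl-CoA.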
* marks the source's active call; other numbers are inactive results; ? = inconclusive; · = no result given; [ ] = remark or other dose. The call rests on the fitted dose curve; in most records, active means well fitted curve in the direction sought with a large enough effect; inconclusive means small, poorly fitted or top-dose-only effect, or another doubt; inactive means no such curve, though single readings can be large; an effect the other way counts as inactive or inconclusive. On the % scale 0 is the no-effect control and ±100 the full control effect; potency means the concentration at half of the fitted maximal effect.

SMILES | TDP1 cell CPT | DT40 TDP1 no CPT | KAT2A inh
CCn1c(=O)n(CC)c2cc(N3CCCCC3)c(NC(=O)Nc3cc(Cl)ccc3OC)cc21 | 23.1µM* | 18.4µM* | -6.1%
Cc1cccc(N2CCN(C(=O)CCCn3c(=S)[nH]c4cc5c(cc4c3=O)OCO5)CC2)c1C | ? | ? | ?
N#Cc1ccccc1S(=O)(=O)N1CCN(CC(=O)NC(=O)NC2CCCCC2)CC1 | -10.5% | -16.1% | -7.5%
Cc1nn(C(C)(C)C)c(OC(=O)c2cccs2)c1Sc1ccccc1 | 2.3% | -10.8% | -7.6%
Cc1ccnc(NC(=O)c2cc3ccccc3o2)c1 | -14.3% | -5.7% | 3.1%
CC(C)C[C@H](NC(=O)Nc1cccc(Br)c1)C(=O)O | 5.7% | 0.1% | -2.0%
CS(=O)(=O)c1nc(-c2ccccc2)cc(C(F)(F)F)n1 | 1.03µM* | 1.16µM* | -2.9%
COc1ccc(S(=O)(=O)Nc2cccc(-c3ccc(N4CCC(C)CC4)nn3)c2)cc1OC | ? | ? | -13.6%
COCC(C)NC(=O)CSc1nc2cc(S(=O)(=O)N3CCCCC3)ccc2o1 (stereo not given) | -28.4% | -17.0% | -8.2%
CC1=NN(C(=O)Cc2ccc([N+](=O)[O-])cc2)C(O)(c2cccnc2)C1 (stereo not given) | 18.4µM* | ? | -5.5%
O=C(Nc1ccc(F)c(Cl)c1)N1CCN2CCCCC2C1 (stereo not given) | 4.9% | -0.4% | -7.5%
C[C@@H]1CN([C@H](C)CO)C(=O)CCCn2cc(nn2)CO[C@H]1CN(C)C(=O)c1ccccc1 | 0.5% | 13.0% | ·
Cc1ccc(CNC(=O)c2cc3sccc3n2Cc2ccc(F)cc2)cc1 | ? | ? | 0.7%
CCOC(=O)c1ccc(CNC(=O)c2cc(C(C)(C)C)oc2C)o1 | ? | ? | -4.2%
Cc1cc(C)n(CCCNC(=O)COc2ccc([N+](=O)[O-])cc2)n1 | 2.3% | 2.5% | -4.1%
O=C(CSc1nnc(-c2ccncc2)s1)Nc1ccc(Cl)c(C(=O)O)c1 | -3.8% | -5.0% | -0.6%
O=c1nc(SCc2c(F)cccc2Cl)nc(-c2ccccc2)[nH]1 | -19.9% | -23.0% | 20.7%
CCOC(=O)c1sc(NS(=O)(=O)c2ccccc2Cl)nc1C | -3.1% | -16.2% | 1.7%
COCC(=O)Nc1nnc(COc2ccccc2)s1 | -5.1% | -3.1% | -0.8%
CSc1nc(Nc2ccc(C)cc2)c(C#N)c(-c2ccccc2)n1 | 0.7% | -11.9% | -3.6%
O=C(CN1C2=NCCN2c2ccccc21)c1ccco1 | -4.9% | -4.3% | -3.1%
CC(C)Oc1ccc(CNC(=O)C2CCN(C(=O)N3CCOc4ccc(Cl)cc43)CC2)cc1 | 6.51µM* | 6.51µM* | -10.9%
Cc1ccn(CCC(=O)O)n1 | -1.6% | -7.3% | 1.1%
CCNC(=O)CSc1nnc(CN2CCCCCC2=O)n1-c1ccccn1 | -1.2% | -13.1% | -0.1%

3 of the compounds above, as tab-separated lines.
mol	TDP1 cell CPT	DT40 TDP1 no CPT	KAT2A inh
Cc1ccc(CNC(=O)c2cc3sccc3n2Cc2ccc(F)cc2)cc1	?	?	0.7%
CCOC(=O)c1ccc(CNC(=O)c2cc(C(C)(C)C)oc2C)o1	?	?	-4.2%
Cc1cc(C)n(CCCNC(=O)COc2ccc([N+](=O)[O-])cc2)n1	2.3%	2.5%	-4.1%

More structures follow:
SMILES | TDP1 cell CPT | DT40 TDP1 no CPT | KAT2A inh
CC(C)CC1C(=O)N(Cc2cn(Cc3ccco3)nn2)CCS(=O)(=O)N1Cc1ccc(-c2cccc(N(C)C)c2)cc1 (stereo not given) | ? | 13µM* | ·
O=C(O)C1CCN(C(=O)c2csc(-c3ccc4c(c3)CCO4)n2)CC1 | -0.7% | -6.7% | -5.4%
CCN(CC)c1ccc(NC(=O)Nc2ccc(C(C)=O)cc2)cc1 | -29.8% | ? | -4.9%
CC(C)(C)Cc1nnc(NC(=O)Cc2ccc([N+](=O)[O-])cc2)s1 | ? | ? | -3.3%
CC1CCCN(C(=S)NCCc2ccccc2)C1 (stereo not given) | 0.0% | 0.1% | ?
Cc1ccc(-n2ncc3c(NNC(=O)c4cccs4)ncnc32)cc1 | 0.4% | -8.0% | -5.7%
C1CCC(NC2=NCCC2)CC1 | 2.8% | -0.9% | -10.9%
COC(=O)c1oc2c(c1C)C(=O)CCC2 | 3.8% | -3.0% | -9.1%
O=C(Nc1ccccn1)c1ccc2c(c1)OCO2 | -25.2% | -29.8% | 14.8%
C=CCOC(=O)C(C#N)c1nc2ccccc2nc1N1CCN(c2ccccc2OCC)CC1 (stereo not given) | 1.1% | -4.6% | 1.5%
CN1C(N)=NC(=O)/C1=C/c1ccc(F)cc1 | 1.8% | -16.2% | -5.9%
CCN(C(=O)COC(=O)c1cc([N+](=O)[O-])ccc1N1CCOCC1)C1CCS(=O)(=O)C1 (stereo not given) | -3.8% | -2.5% | -9.7%
COc1ccc(C2C3=C(Nc4ncnn42)c2ccccc2CCC3)cc1 (stereo not given) | -0.4% | -25.1% | -6.9%
O=C(COCc1cc(-c2cccs2)on1)N1CCN(c2ccc(F)cc2)CC1 | 18.4µM* | 14.6µM* | 3.4%
Cc1ccc(S(=O)(=O)Nc2ccc3c(c2)nc(C)n3C)cc1 | ? | ? | -5.0%
O=C(/C=C/c1cccc(O)c1)c1cccnc1 | 8.2µM* | 23.1µM* | -6.2%
O=C(NN1C(=O)NC2(CCCCC2)C1=O)c1ccc(-c2ccccc2Cl)o1 | ? | -29.3% | -7.9%
CC(=O)C(=Cc1ccc(Cl)cc1)C(=O)c1ccccc1 | 18.4µM* | 18.4µM* | ·
O=C(NCCc1ccccc1)c1cccc(Br)c1 | -19.4% | ? | -3.2%
CCN1CCCC1CN(Cc1cc2cc(OC)ccc2[nH]c1=O)C(=O)NCc1ccccc1 (stereo not given) | ? | -9.5% | 0.6%
O=C(Nc1cccc(Cl)c1)Nc1csc([N+](=O)[O-])c1 | 2.91µM* | 2.31µM* | -8.9%
CCCCCn1c(=O)[nH]c2cc(C(=O)NCCN3C(C)CCCC3C)ccc2c1=O (stereo not given) | -26.3% | ? | -5.6%
Cc1nc2cnc(N(C)C)nc2n(Cc2ccc(F)cc2)c1=O | 0.7% | -15.1% | -25.8%
Cc1ccccc1-n1c(=O)c2c(n3cnnc13)-c1ccccc1CC21CCCCC1 | ? | ? | -0.6%
O=C(c1cccc(F)c1)N1CCCC(C(=O)N2CCCCC2)C1 (stereo not given) | 15.9% | -12.0% | 1.1%
COc1cc(NC(=O)C2CCN(S(=O)(=O)c3ccc4c(c3)CC(C)N4C(C)=O)CC2)cc(OC)c1OC (stereo not given) | 7.7% | -21.5% | -2.8%
COc1ccc([C@@H]2CC=C(C(=O)O)[C@H](c3ccccc3)N2S(=O)(=O)c2ccccc2C)cc1 | 2.7% | 4.2% | 1.5%
CN(Cc1ccccc1)c1nc2c(c(=O)[nH]c(=O)n2C)n1CCCSc1ncccn1 | ? | ? | -4.4%
CSCC[C@H](NC(=O)OC(C)(C)C)c1nnc(SCc2ccccc2)o1 | ? | -36.7% | -4.2%
CCOc1cccc(-c2cc(N3CCN(CCO)CC3)n3nccc3n2)c1 | -9.2% | -2.0% | ·
CCN1CCCC1CNC(=O)C(=O)NC1CC1 (stereo not given) | 23.4% | -1.6% | 0.8%
COc1cccc(OCc2nnc3n2N=C(c2ccccc2)C(CC(=O)O)S3)c1 (stereo not given) | 0.7% | -1.2% | -3.5%
CC1CCN(CC(=O)N2CCN(c3ccccc3)CC2)CC1 | 0.2% | -0.4% | -4.5%
CCN(CC)C(=O)Cn1cc(C(=O)C(=O)NCc2cccnc2)c2ccccc21 | 4.8% | 19.5% | -3.6%
COc1cccc(CNC(=O)C(C)n2ncn3cccc3c2=O)c1OC (stereo not given) | -3.4% | -10.1% | -13.0%
COc1ccc(C(=O)CSc2nc(C)cc(C)c2C(=O)Nc2ccccc2C)cc1 | ? | 14.6µM* | -11.2%

Fetched by structure from the list above:
SMILES | TDP1 cell CPT | DT40 TDP1 no CPT | KAT2A inh
COc1cc(NC(=O)C2CCN(S(=O)(=O)c3ccc4c(c3)CC(C)N4C(C)=O)CC2)cc(OC)c1OC (stereo not given) | 7.7% | -21.5% | -2.8%
COc1ccc(C(=O)CSc2nc(C)cc(C)c2C(=O)Nc2ccccc2C)cc1 | ? | 14.6µM* | -11.2%
CN(Cc1ccccc1)c1nc2c(c(=O)[nH]c(=O)n2C)n1CCCSc1ncccn1 | ? | ? | -4.4%
COc1ccc([C@@H]2CC=C(C(=O)O)[C@H](c3ccccc3)N2S(=O)(=O)c2ccccc2C)cc1 | 2.7% | 4.2% | 1.5%
CCOc1cccc(-c2cc(N3CCN(CCO)CC3)n3nccc3n2)c1 | -9.2% | -2.0% | ·
COc1cccc(CNC(=O)C(C)n2ncn3cccc3c2=O)c1OC (stereo not given) | -3.4% | -10.1% | -13.0%
CCN(CC)C(=O)Cn1cc(C(=O)C(=O)NCc2cccnc2)c2ccccc21 | 4.8% | 19.5% | -3.6%

(listing goes on)
SMILES | TDP1 cell CPT | DT40 TDP1 no CPT | KAT2A inh
Cc1ncc([N+](=O)[O-])n1CCOC(=O)NC(NCc1ccccc1Cl)C(Cl)(Cl)Cl (stereo not given) | -29.6% | ? | -12.7%
O=C(c1cccs1)c1coc2ccc(O)c(CN3CCOCC3)c12 | ? | ? | 1.0%
COc1cccc(OCC(O)CN2CCN(C(c3ccccc3)c3ccccc3)CC2)c1 (stereo not given) | ? | 13µM* | ·
Cc1ccnc2nc(C(=O)OCC(=O)c3ccc(Cl)cc3)nn12 | 12.3% | 7.5% | -6.2%
N#Cc1ccccc1NC(=O)Nc1ccc(Cl)cc1 | 3.9% | -8.5% | 0.8%
CS(=O)(=O)N(CC(=O)N1CCN(Cc2ccccc2)CC1)c1ccccc1F | 4.4% | -15.0% | ?
CN(Cc1ccccc1)S(=O)(=O)c1ccc2[nH]c(=O)oc2c1 | 3.7% | -15.7% | -2.6%
C=CCN(C(=O)c1ccccc1)C1CCS(=O)(=O)C1 (stereo not given) | 2.8% | 9.1% | 1.2%
C=C(C(=O)O)[C@@H]1CC[C@@]2(C)CCC[C@](C)(O)[C@@H]2C1 | -5.0%[9.04 µM] | -6.0%[9.04 µM] | ·
CC(C)C(=O)N1CCC1(C)C(=O)NCc1ccc(C(C)(C)C)cc1 (stereo not given) | ? | ? | ·
CCOC1=C2[C@H](c3ccc(CC)cc3)N(S(=O)(=O)c3ccc(C)cc3)C[C@H]2n2c(=O)n(-c3ccccc3)c(=O)n2C1 | -19.7% | -10.9% | ·
CCOC(=O)C1CCN(C(=O)c2cc3c(=O)n4ccccc4nc3n2C)CC1 | 0.8% | 1.7% | ?
COc1ccc([N+](=O)[O-])cc1N(CC(O)CN1CCCCC1)S(=O)(=O)c1ccc(C)cc1 (stereo not given) | 1.9% | -16.1% | -16.3%
COc1ccc(C(=O)Nc2cc3c4c(c2)C(C)C(=O)N4CCC3)cc1OC (stereo not given) | 3.9% | -6.2% | -18.7%
CSc1ccc(CN2C(=O)NC3(CCCCC3)C2=O)cc1 | 19.5% | ? | -12.7%
CC1C(=O)NN=C1c1ccc([N+](=O)[O-])cc1 (stereo not given) | -26.1% | -19.9% | ·
COCCN1C(=O)CN(S(C)(=O)=O)CC1(C)C(=O)Nc1c(C)cccc1C (stereo not given) | -5.3% | 1.6% | ·
O=C(O)/C=C/C(=O)c1ccc2c(c1)CCc1ccccc1-2 | 4.11µM* | 3.66µM* | -23.1%
